# Rac1 GTP hydrolysis: MgcRacGAP GTPase-activating activity inhibitors, confirmation, biochemical, ADP Hunter fluorescence; MgcRacGAP-stimulated Rac1 GTP hydrolysis, ADP Hunter fluorescence; higher % means a stronger effect; GST-tagged Rac1 F28L mutant substrate; inhibition, % at 30 µM; hits with a dose series show IC50 in µM; 340,000 tested, 0.6% active;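 active = first-screen hits whose inhibition reached a set limit at any dose in the follow-up dose series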;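 note: fluorescence reports GDP produced by GAP-driven GTP hydrolysis; strong numbers were not always called active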
# Large T inhibition: SV40 large T antigen inhibitors, biochemical (AID 1903) | SV40 large T antigen ATPase/helicase inhibition assay; higher % means a stronger effect | inhibition, % at 20 µM; hits with a dose series show IC50 in µM | 310,000 tested, 0.39% active; in the data active = a potency from the dose series; note: strong numbers were not always called active
# NTR1 ag: agonists of NTR1, primary screen, imaging, U2OS cells, beta-arrestin-GFP, high content (AID 493036); 330,000 tested, 0.17% active; P30989; NTR1-U2OS beta-arrestin-GFP spot imaging, agonist mode; activation, % at 20 µM;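 active = activation at or above 40% of the spot to cytoplasm intensity ratio, with at least 20 cells analyzed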;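 note: 0% = DMSO without peptide and 100% = 100 nM NTR1 peptide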
# Target sequence (P30989 whole entry, looked up): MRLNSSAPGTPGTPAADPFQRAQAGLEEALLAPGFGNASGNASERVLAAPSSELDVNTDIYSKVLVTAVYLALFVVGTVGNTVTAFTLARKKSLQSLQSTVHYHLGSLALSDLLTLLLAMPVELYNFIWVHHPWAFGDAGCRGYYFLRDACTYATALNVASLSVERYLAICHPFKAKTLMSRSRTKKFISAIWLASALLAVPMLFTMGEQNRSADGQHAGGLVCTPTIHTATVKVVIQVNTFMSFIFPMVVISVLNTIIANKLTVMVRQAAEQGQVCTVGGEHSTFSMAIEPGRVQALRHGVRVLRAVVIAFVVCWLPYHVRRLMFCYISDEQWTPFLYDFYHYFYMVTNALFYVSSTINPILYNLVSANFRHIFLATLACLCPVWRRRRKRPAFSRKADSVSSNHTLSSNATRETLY
# RSV antiviral HEp-2: RSV antiviral activity via CPE protection, HEp-2 cells, primary 10 µM value included (AID 2391). HEp-2 cells, RSV-induced CPE inhibition; higher % means a stronger effect. CPE inhibition, % at 10 µM; hits with a dose series show IC50 in µM. 310,000 tested, 0.13% active; in the data active = a potency from the dose series; note: strong numbers were not always called active
# AID2073: disruptors of CaV2.2 binding to Mint1 – biochemical, HTRF (AID 2073); 290,000 tested, 0.19% active; one-dose inhibition, % at 20 µM; IC50 in µM for titrated hits; HTRF protein-protein interaction, Mint1-CaV2.2; higher % means a stronger effect; in the data active = inhibition mostly above about 51%, no sharp cut-off; note: some results filed as inactive read as strong as hits
# NS5 inhibitors: flavivirus cap methylation enzyme inhibition – biochemical, confirmation dose response, primary screen (AID 588689). Dengue-2 NS5 methyltransferase capping enzyme assay, biochemical; higher % means a stronger effect. 340,000 tested, 0.3% active. inhibition, % at 25 µM; hits with a dose series show IC50 in µM; in the data active = a potency from the dose series
# UTI89 phage lysis: inhibition of K1F phage lysis, E. coli UTI89, bacterial capsule biogenesis inhibitors, alamar blue (AID 488966); 340,000 tested, 0.02% active; one-dose inhibition, % at 100 µM; IC50 in µM for titrated hits; E. coli UTI89 K1F phage lysis, alamar blue, 2 h; higher % means a stronger effect;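 active = phage lysis inhibition, versus mean bacterial control, above a set limit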;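 note: capsule biogenesis inhibitors block K1F phage lysis so surviving cells raise fluorescence; higher fluorescence means more inhibition of phage lysis; actives were called in the ten point dose series up to 300 µM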
# West Nile virus CPE: inhibition of WNV-induced cytopathic effect – cell-based, CPE readout (AID 1621); West Nile virus-infected cells, CPE inhibition; higher % means a stronger effect; one-dose CPE inhibition, % at 10 µM; IC50 in µM for titrated hits; 290,000 tested, 0.02% active; in the data active = a potency from the dose series; note: strong numbers were not always called active
# Siah-1 displacement: blockers of Siah-1 interaction with plectin peptide – biochemical, fluorescence polarization, rhodamine-plectin, uHTS, primary screen (AID 1817); Siah-1 / rhodamine-plectin peptide fluorescence polarization; higher % means a stronger effect; displacement, % at 20 µM, or IC50 in µM where a hit was titrated; 290,000 tested, 0.02% active;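 active = displacement of at least 50% at 20 µM, with a fluorescence ratio check between 0.3 and a set limit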;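 note: plate controls were Siah plus tracer with DMSO for no effect and tracer alone without Siah for full effect; strong numbers were not always called active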
# NTR1 ag cell count 20 µM: recorded beside NTR1 ag, whose call it bears; cell count; measured here: cell count, cytotoxicity flag
# NS5 inhibitors pilot replicate: recorded beside NS5 inhibitors, whose call it bears; inhibition, %; measured here: pilot screen replicate inhibition
# Numbers without * were called inactive; · = no result given; [ ] = dose if it differs, or a comment.
SMILES,Rac1 GTP hydrolysis,Large T inhibition,NTR1 ag,NTR1 ag cell count 20 µM,RSV antiviral HEp-2,AID2073,NS5 inhibitors,UTI89 phage lysis,West Nile virus CPE,Siah-1 displacement,others
CS(=O)(=O)N(CC(=O)NCC1CCCO1)c1cccc(Cl)c1 (stereo unspecified),-5%,8%,0.0,46,0.9%,16%,·,-0.5%,-0.1%,0%,
Cc1ccc(C(=O)NC(=S)N(C)C2CCCCC2)cc1Br,7%,3%,1.8,67,0.1%,-15%,-18%,0.0%,-0.6%,8%,
Nc1ncn(C23CC4CC(CC(C4)C2)C3)n1,8%,0%,-1.1,53,0.7%,4%,2%,-0.9%,-0.1%,1%,
O=C(N/N=C/c1ccncc1)C1C2CCCCCCC21 (stereo unspecified),5%,9%,2.2,72,0.8%,-4%,6%,1.6%,0.4%,8%,
N#Cc1c(-c2ccccc2)nc(SCC(=O)N2c3ccccc3Sc3ccccc32)[nH]c1=O,9%,53µM*,0.7,58,0.2%,16%,39µM*,-0.3%,0.5%,4%,
CC12C=CC(=O)C=C1CCC1C3CCC(O)(C(=O)CO)C3(C)CC3OC312 (stereo unspecified),-1%,·,1.2,44,3.2%,-1%,-5%,-0.5%,-0.1%,4%,
Oc1c(Br)cc(Br)cc1/C=N/c1nccs1,10%,·,3.3,63,1.3%,·,2%,-0.5%[50 µM],·,·,
CCN(CC)S(=O)(=O)c1ccc(NC(=O)c2ccc(Sc3nncn3C)c([N+](=O)[O-])c2)cc1,6%,23%,-2.5,46,2.4%,-1%,-1%,2.3%,-0.3%,-13%,
CN1CCN(C(=S)SCC(=O)N2CCCc3ccccc32)CC1,9%,5%,0.4,68,-0.5%,3%,-4%,0.0%,-0.4%,8%,
O=C(COC(=O)/C=C/c1ccc2c(c1)OCO2)Nc1ccccc1,-1%,7%,1.6,47,-1.7%,11%,-1%,0.4%,0.2%,-1%,
COc1cccc(C(=O)NNC(=O)CCC(=O)O)c1,-6%,3%,0.7,68,-0.7%,6%,-13%,0.3%,0.1%,8%,
CCC(=O)Nc1cccc(C(=O)/C=C/c2ccccc2)c1,-6%,3%,8.3,53,-3.8%,-11%,-40%,-0.8%,-0.8%,-3%,

# Looked up one by one from the list above:
SMILES,Rac1 GTP hydrolysis,Large T inhibition,NTR1 ag,NTR1 ag cell count 20 µM,RSV antiviral HEp-2,AID2073,NS5 inhibitors,UTI89 phage lysis,West Nile virus CPE,Siah-1 displacement,others
COc1cccc(C(=O)NNC(=O)CCC(=O)O)c1,-6%,3%,0.7,68,-0.7%,6%,-13%,0.3%,0.1%,8%,
Cc1ccc(C(=O)NC(=S)N(C)C2CCCCC2)cc1Br,7%,3%,1.8,67,0.1%,-15%,-18%,0.0%,-0.6%,8%,
N#Cc1c(-c2ccccc2)nc(SCC(=O)N2c3ccccc3Sc3ccccc32)[nH]c1=O,9%,53µM*,0.7,58,0.2%,16%,39µM*,-0.3%,0.5%,4%,
CCN(CC)S(=O)(=O)c1ccc(NC(=O)c2ccc(Sc3nncn3C)c([N+](=O)[O-])c2)cc1,6%,23%,-2.5,46,2.4%,-1%,-1%,2.3%,-0.3%,-13%,
O=C(N/N=C/c1ccncc1)C1C2CCCCCCC21 (stereo unspecified),5%,9%,2.2,72,0.8%,-4%,6%,1.6%,0.4%,8%,
Oc1c(Br)cc(Br)cc1/C=N/c1nccs1,10%,·,3.3,63,1.3%,·,2%,-0.5%[50 µM],·,·,
CCC(=O)Nc1cccc(C(=O)/C=C/c2ccccc2)c1,-6%,3%,8.3,53,-3.8%,-11%,-40%,-0.8%,-0.8%,-3%,

# The results go on.
SMILES,Rac1 GTP hydrolysis,Large T inhibition,NTR1 ag,NTR1 ag cell count 20 µM,RSV antiviral HEp-2,AID2073,NS5 inhibitors,UTI89 phage lysis,West Nile virus CPE,Siah-1 displacement,others
S=C(NCc1ccccc1)NCc1ccccc1,9%,28%,-0.9,41,0.4%,16%,-3%,0.2%,-0.2%,-9%,
COc1cc([N+](=O)[O-])ccc1NC(=S)NCc1ccccn1,12%,17%,-0.3,61,7.1%,-5%,-6%,3.8%,0.0%,-2%,
Cc1ccc(O)c(C(=O)c2cnc3c(c2)c(C)nn3-c2ccccc2)c1,6%,1%,-0.1,55,14%,3%,0%,5.0%,-1.2%,7%,
O=S1(=O)C=CC(c2ccccc2)C1 (stereo unspecified),5%,5%,1.1,51,-0.7%,8%,-3%,0.3%,0.0%,-2%,
COC(=O)CSc1nc(-c2ccccc2)cc(-c2ccco2)c1C#N,8%,0%,1.9,88,0.6%,16%,-3%,-0.1%,2.3%,-4%,
CCOC(=O)N1CCC(Nc2c(NCCCN(CC)c3cccc(C)c3)c(=O)c2=O)CC1,12%,20%,-2.5,87,2.2%,-6%,-2%,1.3%,0.8%,1%,
COc1ccc(CC(=O)OCC(=O)c2ccc[nH]2)cc1,5%,·,0.5,64,3.1%,·,-1%,2.8%[50 µM],·,·,
O=C(O)CCCCCCNC(=O)c1cncc(O)c1,5%,7%,0.7,25,-0.1%,8%,-2%,-1.2%,-0.2%,10%,
CCC(C)NC(=O)c1cc(C)no1 (stereo unspecified),4%,2%,-1.8,87,2.2%,2%,-2%,0.3%,0.6%,-3%,
CCc1nc(-c2ccc(-c3ccc(OC)cc3)nc2OC)no1,3%,-3%,-0.7,75,14%,2%,-6%,0.4%,-2.0%,12%,
COc1ccc(C(C)=O)cc1COc1ccc(Cl)cc1Cl,·,1%,0.3,52,1.7%,-6%,·,·,-0.6%,-5%,
Cc1cc(C)cc(OCC(=O)N(Cc2ccccc2)C2CCS(=O)(=O)C2)c1 (stereo unspecified),9%,10%,1.3,62,0.9%,-6%,-4%,-0.3%,-1.0%,-1%,
COc1ccc(-c2ccc(SCC(=O)NC3CCCC3)nn2)cc1OC,3%,5%,0.2,64,1.0%,2%,-4%,-0.2%,-0.7%,2%,
Cc1cccc(CC2CC(=O)N(c3ccc([N+](=O)[O-])cc3)C2=O)c1 (stereo unspecified),15%,10%,0.1,50,1.0%,0%,-5%,0.1%,-0.6%,0%,NS5 inhibitors pilot replicate=-3.6
CC(C)CC(NC(N)=O)C(=O)OCC(=O)Nc1ccc(SC(F)F)cc1 (stereo unspecified),2%,18%,0.5,54,1.1%,-18%,6%,0.5%,1.2%,-2%,
C=CCn1c(SCC(=O)Nc2ccc(Br)cc2)nc(O)c(CC)c1=O,3%,-13%,-0.1,81,0.0%,2%,-3%,-0.2%,0.0%,-4%,
CCN(CC)C(=O)C(=O)c1ccn(-c2c(C)csc2C(=O)OC)c1,1%,2%,0.6,82,1.3%,-7%,-12%,0.7%,-0.9%,1%,
CC1(c2ccccc2)NC(=O)N(CC(=O)N(CC(=O)Nc2ccccc2C(F)(F)F)Cc2ccco2)C1=O (stereo unspecified),2%,·,0.0,69,·,·,5%,0.5%[50 µM],·,·,
CCOC(=O)N1CCN(C(=O)c2ccc(N3C(=O)c4ccccc4C3=O)cc2)CC1,3%,1%,-1.2,50,0.5%,-1%,-10%,0.2%,0.3%,-1%,
O=C(Nc1cc(S(=O)(=O)N2CCOCC2)ccc1N1CCOCC1)c1c(F)cccc1Cl,5%,·,4.2,56,·,·,2%,-3.9%,·,·,
Cc1nc2nc(-c3cccnc3)[nH]n2c(=O)c1Cc1ccccc1,3%,4%,0.7,74,0.3%,4%,-3%,2.7%,0.3%,2%,
Cc1cc(C)c([N+](=O)[O-])cc1-c1ccc(/C=N/NC(=O)c2nonc2N)o1,11%,-1%,9.4,28,38%,39%,18%,-0.2%,0.0%,3%,
COc1ccccc1C(=O)N/C(=C\c1ccccc1)C(=O)NC(C)C(=O)O (stereo unspecified),6%,1%,-1.6,27,3.1%,6%,-2%,0.4%,1.3%,-2%,
CN(C)C(CNC(=O)NC1CCCCC1)c1cccnc1 (stereo unspecified),4%,3%,0.2,92,0.1%,7%,-2%,0.1%,-0.3%,4%,
CCc1nn(CC(=O)NCCCc2ccccc2)c(=O)c2cc3cc(F)ccc3n12,8%,7%,0.4,68,0.4%,18%,0%,0.1%,-0.6%,-2%,
Cc1cccc(NC(=O)C2(c3ccccc3)CCOCC2)c1,-3%,6%,0.6,47,-1.3%,6%,-5%,1.3%,-0.2%,1%,
CCOC(=O)C1(Cc2cccc(Cl)c2)CCCN(CCO)C1 (stereo unspecified),5%,5%,-0.6,57,-2.8%,-12%,-6%,-0.1%,-0.4%,0%,
COc1ccc(CCNC(=O)COc2coc(CN3c4ccccc4CC3C)cc2=O)cc1OC (stereo unspecified),2%,12%,-0.1,51,22%,·,-1%,1.3%[50 µM],·,·,
O=c1[nH]c(SCc2ccccc2F)nc2ccccc12,-3%,·,4.3,43,-0.1%,-1%,-4%,-0.7%,0.2%,-2%,
CCCCNC(=O)CNC(=S)N(Cc1ccccc1F)C1CCCCC1,14%,4%,-1.1,42,1.2%,-2%,-2%,-1.9%,-1.0%,-5%,
CCN(CC(=O)Nc1ccc2c(c1)OCCO2)C(=O)c1ccc(C(F)(F)F)cc1,4%,26%,0.1,67,0.6%,·,-1%,0.8%[50 µM],·,·,
O=C(NNc1ccccn1)C(=O)NNS(=O)(=O)c1ccc(F)cc1,3%,8%,-1.6,96,0.4%,17%,·,1.1%,-0.1%,-11%,
Cc1oc(/N=C/c2ccccc2)c(C#N)c1C,-1%,6%,1.2,63,0.3%,3%,-2%,0.8%,-1.0%,6%,NS5 inhibitors pilot replicate=-2.1
COc1cc(Cl)c(C)cc1NC(=O)c1ccccc1-n1cnnn1,10%,·,0.9,60,·,·,-7%,1.9%,·,·,
CCOc1ccc(Cc2nnc(SCC(=O)Nc3ccccc3)n(N)c2=O)cc1,-5%,11%,3.0,60,0.3%,·,5%,2.9%[50 µM],·,·,

# Of the compounds above, these have bromine:
SMILES,Rac1 GTP hydrolysis,Large T inhibition,NTR1 ag,NTR1 ag cell count 20 µM,RSV antiviral HEp-2,AID2073,NS5 inhibitors,UTI89 phage lysis,West Nile virus CPE,Siah-1 displacement,others
Cc1ccc(C(=O)NC(=S)N(C)C2CCCCC2)cc1Br,7%,3%,1.8,67,0.1%,-15%,-18%,0.0%,-0.6%,8%,
Oc1c(Br)cc(Br)cc1/C=N/c1nccs1,10%,·,3.3,63,1.3%,·,2%,-0.5%[50 µM],·,·,
C=CCn1c(SCC(=O)Nc2ccc(Br)cc2)nc(O)c(CC)c1=O,3%,-13%,-0.1,81,0.0%,2%,-3%,-0.2%,0.0%,-4%,
